Rin1 Abl inh – human Rin1-Abl interaction inhibition; TR-FRET Rin1/Abl binding, biochemical; inhibition, % at 7.35 µM; hit rate 0.4% among 360,000; AID 588664; in the data active means inhibition above about 5%, passing the limit was not always enough
DNMT1 block – inhibitors of human DNMT1. DNMT1 molecular beacon, Hinp1I cleavage, fluorescence. inhibition (reported as % activation of signal), % at 10 µM. P26358. hit rate 0.83% among 360,000; in the data active means inhibition above about 50%
Scp-1 inhibitor – blocks human Scp-1 phosphatase activity | hit rate 0.88% among 340,000 | Recombinant Scp1, phosphopeptide, malachite green phosphate absorbance | inhibition, % at 20 µM;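 active means inhibition above about 50% at 20 µM, limit read from the data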;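 further: plate controls were DMSO wells with enzyme for no effect and wells lacking enzyme for full effect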
Target sequence (Q9GZU7 76-261 limits assumed): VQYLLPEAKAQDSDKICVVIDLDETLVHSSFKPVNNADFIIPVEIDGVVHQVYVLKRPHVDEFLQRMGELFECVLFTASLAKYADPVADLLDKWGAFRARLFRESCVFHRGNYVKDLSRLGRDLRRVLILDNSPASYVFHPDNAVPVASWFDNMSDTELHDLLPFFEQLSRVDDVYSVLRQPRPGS
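Incubation: 45 min enzyme reaction at room temperature / System: truncated SCP-1 phosphatase (76-261aa) / Reagent: Phospho 17-mer peptide substrate / Buffer or medium: Acidic Tris acetate buffer with magnesium and detergent / Signal: absorbance at 630 nm / Doses: one concentration, 20 µM, with 1.0% DMSO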
Rpn11 block – Rpn11 (human) deubiquitinase inhibition; AID 588493; calls only at 20 µM; human 26S proteasome, Ub4-pepOG fluorescence polarization; 20S core pre-blocked with epoxomicin; hit rate 0.59% among 360,000;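 active means inhibition at 20 µM, scaled to each plate's controls, above about 33%, limit read from the data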
STEP inh – inhibitors of human striatal-enriched phosphatase STEP; recombinant STEP, OMFP fluorogenic substrate, fluorescence; inhibition, % at 20 µM; hit rate 0.25% among 360,000;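 active means inhibition at 20 µM, scaled per plate between control wells, above about 37%, limit read from the data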;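 further: 0% = DMSO with enzyme and substrate and 100% = substrate only without enzyme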
Target sequence (P54829 whole entry, looked up): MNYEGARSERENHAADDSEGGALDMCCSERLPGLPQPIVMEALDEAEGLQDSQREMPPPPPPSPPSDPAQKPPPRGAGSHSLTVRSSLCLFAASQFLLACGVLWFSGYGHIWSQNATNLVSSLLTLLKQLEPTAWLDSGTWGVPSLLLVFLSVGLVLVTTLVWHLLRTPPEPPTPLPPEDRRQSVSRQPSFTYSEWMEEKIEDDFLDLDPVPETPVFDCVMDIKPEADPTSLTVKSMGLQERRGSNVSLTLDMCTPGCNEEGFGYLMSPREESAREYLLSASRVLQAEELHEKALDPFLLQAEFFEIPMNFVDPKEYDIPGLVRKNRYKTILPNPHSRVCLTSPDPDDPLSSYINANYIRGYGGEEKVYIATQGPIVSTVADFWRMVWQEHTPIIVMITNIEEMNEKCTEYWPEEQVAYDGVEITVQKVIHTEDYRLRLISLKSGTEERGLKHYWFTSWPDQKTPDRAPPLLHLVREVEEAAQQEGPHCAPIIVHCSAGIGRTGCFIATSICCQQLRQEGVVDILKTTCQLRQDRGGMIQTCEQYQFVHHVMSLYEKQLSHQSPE
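material = STEP tyrosine phosphatase | reagent = fluorogenic phosphatase substrate OMFP at 25 µM final | doses = single compound dose of 20 µM, 1% DMSO final | schedule = 20 min reaction, room temperature, in the dark | measured by = fluorescence, 480/540 nm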
SUMO1 PPI mod – alters human SUMO1 binding to SIM partners; P63165; SUMO1 binding to a labelled peptide, TR-FRET, 1 h; inhibition, % at 20 µM; hit rate 0.33% among 360,000; AID 602429; in the data active means inhibition above about 37%
Target sequence (P63165 whole entry, looked up): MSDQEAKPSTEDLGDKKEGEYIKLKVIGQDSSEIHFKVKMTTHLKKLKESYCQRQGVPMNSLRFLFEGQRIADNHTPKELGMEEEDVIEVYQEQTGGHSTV
Neddylation inh – cullin neddylation inhibition. AID 651699. TR-FRET cullin neddylation, biochemical. hit rate 0.58% among 360,000. P61081+Q13564. calls only at 25 µM; in the data active means inhibition above about 36%
CSN inh – inhibitors of human CSN-mediated cullin deneddylation; Q92905; Purified CSN, SCF-Nedd8-OG deneddylation, fluorescence polarization; inhibition, % at 12.5 µM; hit rate 0.38% among 360,000;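 active means pattern-corrected inhibition above about 35%, with an unprinted fluorescence ratio check between 0.5 and 1.5, limit read from the data, passing the limit was not always enough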;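 further: 0% = enzyme with substrate and 100% = substrate without enzyme; some results filed as inactive read as strong as hits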
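Schedule: reaction 90 min, room temperature / Assay system: HEK293T-derived human Csn5 enzyme / Input: Csn5 at 0.24 nM final / Measure: inhibition of Csn5 cleavage, % / Control set: substrate-only high control, full reaction low control / Technique: fluorescence polarization of the substrate / Buffer or medium: Tris/NaCl/DTT buffer, pH 7.5 / Reagent: SCFSkp2-Nedd8OG substrate at 10 nM final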
NadD block – inhibitors of Staphylococcus aureus NadD | AID 602399 | inhibition, % at 20 µM | hit rate 0.78% among 360,000 | purified NadD enzyme, colorimetric absorbance read-out; in the data active means inhibition above about 26%; further: some compounds past the cut are filed as inactive
LMPTP block – blocks human LMPTP phosphatase; AID 651560; inhibition, % at 20 µM; recombinant LMPTP-A, OMFP fluorogenic substrate, fluorescence intensity; hit rate 0.22% among 360,000;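 active means compounds that cut the enzyme signal by at least half of the control window in the single-dose screen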;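 further: plate controls were DMSO wells with enzyme plus substrate for no effect and substrate without enzyme for full effect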
Target sequence (P24666 whole entry, looked up): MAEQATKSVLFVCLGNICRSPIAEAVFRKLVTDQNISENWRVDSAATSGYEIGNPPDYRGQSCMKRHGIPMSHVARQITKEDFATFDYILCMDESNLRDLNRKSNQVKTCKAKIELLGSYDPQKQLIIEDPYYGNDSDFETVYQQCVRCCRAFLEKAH
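test system = LMPTP-A | amount = 0.625 nM LMPTP-A final | reagent = fluorogenic phosphatase substrate OMFP at 400 µM final | incubation = 50 min at room temperature | benchmarks = no-enzyme low control, uninhibited high control | medium = Bis-Tris pH 6.0, DTT, detergent | signal = fluorescence intensity of OMFP turnover product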
* hit, by the source's call. An unsorted share of the library; 3.8% or so of the library scored in one or more.

For COc1ccc(C(CNC(=O)c2ccc(S(=O)(=O)N3CCOCC3)cc2)N2CCCCC2)cc1 (configuration not stated) the results were Rin1 Abl inh 0, DNMT1 block 1, Scp-1 inhibitor -2, Rpn11 block inactive, STEP inh 0, SUMO1 PPI mod 4, Neddylation inh inactive, CSN inh -4, NadD block -3 and LMPTP block 0.0.
Screening Cc1ccc(S(=O)(=O)N2CCCC2)cc1C(=O)N1CCC(C)CC1 returned Rin1 Abl inh 4, DNMT1 block 4, Scp-1 inhibitor 0, Rpn11 block inactive, STEP inh -5, SUMO1 PPI mod -4, Neddylation inh inactive, CSN inh -1, NadD block -7 and LMPTP block 0.9.
`COc1ccc(N2CCN(C(=O)CCc3ccc(S(=O)(=O)NC(C)C)cc3)CC2)cc1` gave Rin1 Abl inh -2, DNMT1 block -1, Scp-1 inhibitor -8, Rpn11 block inactive, STEP inh -2, SUMO1 PPI mod 2, Neddylation inh inactive, CSN inh 5, NadD block 8 and LMPTP block -1.0.
Screening O=C(CC12CC3CC(CC(Br)(C3)C1)C2)OCCN1CCCCC1 returned Rin1 Abl inh 4, DNMT1 block -2, Scp-1 inhibitor 4, Rpn11 block inactive, STEP inh -5, SUMO1 PPI mod -1, Neddylation inh inactive, CSN inh -2, NadD block -4 and LMPTP block -2.5.
CCOC(=O)C(NC(C)=O)(OCc1ccccc1)C(F)(F)F (configuration not stated) was read as Rin1 Abl inh -3, DNMT1 block 0, Scp-1 inhibitor -4, Rpn11 block inactive, STEP inh -3, SUMO1 PPI mod 0, Neddylation inh inactive, CSN inh -10, NadD block -4 and LMPTP block -1.2.
For Cc1cc(C)nc(NN2C(=O)/C(=C/c3ccc(O)cc3)SC2=S)n1 the results were Rin1 Abl inh 1, DNMT1 block 3, Scp-1 inhibitor 15, STEP inh 7, SUMO1 PPI mod -46, Neddylation inh inactive, CSN inh 92*, NadD block -1 and LMPTP block 0.6.
Screening CC1CCN(C(=O)CN2C(=O)C(C)(C)Oc3ccc(C(=O)NC(C)C)cc32)CC1 returned Rin1 Abl inh 3, DNMT1 block 1, Scp-1 inhibitor -3, Rpn11 block inactive, STEP inh 1, SUMO1 PPI mod 5, Neddylation inh inactive, CSN inh -1, NadD block -1 and LMPTP block 0.3.
For CSCCC(NC(=O)COc1ccccc1)C(=O)N(C)CC(=O)Nc1c(C)cccc1C (configuration not stated) the results were Rin1 Abl inh -1, DNMT1 block -3, Scp-1 inhibitor -3, Rpn11 block inactive, STEP inh 0, SUMO1 PPI mod 2, Neddylation inh inactive, CSN inh 0, NadD block -1 and LMPTP block -0.2.
COc1ccc(C(=O)NNC(=S)NC(=O)c2cccs2)cc1 was read as Rin1 Abl inh 3, DNMT1 block 2, Scp-1 inhibitor -10, Rpn11 block inactive, STEP inh 1, SUMO1 PPI mod -4, Neddylation inh inactive, CSN inh 6, NadD block 4 and LMPTP block -1.2.
For O=C(CSc1nccc2ccccc12)N1CCN(Cc2ccc3c(c2)OCO3)CC1 the results were Rin1 Abl inh -15, DNMT1 block -6, Scp-1 inhibitor -6, Rpn11 block inactive, STEP inh 1, SUMO1 PPI mod -18, Neddylation inh inactive, CSN inh 1, NadD block -6 and LMPTP block 1.2.
COCCCNS(=O)(=O)c1ccc2[nH]c(=O)[nH]c2c1 was read as Rin1 Abl inh 0, DNMT1 block 2, Scp-1 inhibitor -1, Rpn11 block inactive, STEP inh -4, SUMO1 PPI mod 0, Neddylation inh inactive, CSN inh 1, NadD block -2 and LMPTP block -3.2.
`O=C1CC(c2ccco2)CC2=C1C(c1ccccc1)n1nc(C(F)(F)F)nc1N2` (configuration not stated) gave Rin1 Abl inh 1, DNMT1 block -3, Scp-1 inhibitor -1, Rpn11 block inactive, STEP inh 2, SUMO1 PPI mod 4, Neddylation inh inactive, CSN inh 4, NadD block -4 and LMPTP block 40.

Grouped by structure, the entries above containing two or more sulfur atoms (two)
For Cc1cc(C)nc(NN2C(=O)/C(=C/c3ccc(O)cc3)SC2=S)n1 the results were Rin1 Abl inh 1, DNMT1 block 3, Scp-1 inhibitor 15, STEP inh 7, SUMO1 PPI mod -46, Neddylation inh inactive, CSN inh 92*, NadD block -1 and LMPTP block 0.6.
COc1ccc(C(=O)NNC(=S)NC(=O)c2cccs2)cc1 was read as Rin1 Abl inh 3, DNMT1 block 2, Scp-1 inhibitor -10, Rpn11 block inactive, STEP inh 1, SUMO1 PPI mod -4, Neddylation inh inactive, CSN inh 6, NadD block 4 and LMPTP block -1.2.

Returning to the listing, starting 2 compounds before the break.
COCCCNS(=O)(=O)c1ccc2[nH]c(=O)[nH]c2c1 was read as Rin1 Abl inh 0, DNMT1 block 2, Scp-1 inhibitor -1, Rpn11 block inactive, STEP inh -4, SUMO1 PPI mod 0, Neddylation inh inactive, CSN inh 1, NadD block -2 and LMPTP block -3.2.
`O=C1CC(c2ccco2)CC2=C1C(c1ccccc1)n1nc(C(F)(F)F)nc1N2` (configuration not stated) gave Rin1 Abl inh 1, DNMT1 block -3, Scp-1 inhibitor -1, Rpn11 block inactive, STEP inh 2, SUMO1 PPI mod 4, Neddylation inh inactive, CSN inh 4, NadD block -4 and LMPTP block 40.
C=C1C(C(=O)Nc2ccc(F)cc2)C1C(=O)Nc1ccc(F)cc1 (configuration not stated) was read as Rin1 Abl inh 5, DNMT1 block -1, Scp-1 inhibitor 2, Rpn11 block inactive, STEP inh -2, SUMO1 PPI mod -2, Neddylation inh inactive, CSN inh -1, NadD block -1 and LMPTP block -1.5.
CCOc1cc(/C=C(\C#N)C(=O)Nc2ccc(S(N)(=O)=O)cc2)ccc1OCCN1CCOCC1 was read as Rin1 Abl inh 0, DNMT1 block -3, Scp-1 inhibitor -5, Rpn11 block inactive, STEP inh 2, SUMO1 PPI mod -17, Neddylation inh inactive, CSN inh -2, NadD block -2 and LMPTP block -0.7.
Screening CCOC(=O)Cc1csc(N)n1 returned Rin1 Abl inh 5, DNMT1 block 23, Scp-1 inhibitor 2, Rpn11 block inactive, STEP inh -2, SUMO1 PPI mod 0, Neddylation inh inactive, CSN inh -3, NadD block 3 and LMPTP block -2.2.
COc1cccc(NS(=O)(=O)c2ccc3[nH]cc(C(=O)NC4CC4)c(=O)c3c2)c1 was read as Rin1 Abl inh -1, DNMT1 block 1, Scp-1 inhibitor 11, Rpn11 block inactive, STEP inh 0, SUMO1 PPI mod 18, Neddylation inh inactive, CSN inh -3, NadD block -1 and LMPTP block 2.1.
`COc1ccc(NC(=O)CC2(CC(=O)O)CCCC2)cc1` gave Rin1 Abl inh -1, DNMT1 block 0, Scp-1 inhibitor -9, Rpn11 block inactive, STEP inh -2, SUMO1 PPI mod 1, Neddylation inh inactive, CSN inh -2, NadD block -4 and LMPTP block -2.3.
`Cc1cc(NC(=O)C(=O)c2c(C)[nH]c3ccccc23)no1` gave Rin1 Abl inh -3, DNMT1 block -1, Scp-1 inhibitor -2, Rpn11 block inactive, STEP inh -1, SUMO1 PPI mod 1, Neddylation inh inactive, CSN inh -6, NadD block -1 and LMPTP block -1.0.
CCOn1c(-n2nc(C)cc2C)nc2ccccc2c1=O was read as Rin1 Abl inh -1, DNMT1 block 5, Scp-1 inhibitor -14, Rpn11 block inactive, STEP inh -1, SUMO1 PPI mod 1, Neddylation inh inactive, CSN inh 4, NadD block -4 and LMPTP block -2.3.
`O=C(CSc1n[nH]c(-c2ccc(Br)cc2)n1)NC1CCCC1` gave Rin1 Abl inh 0, DNMT1 block -3, Scp-1 inhibitor -6, Rpn11 block inactive, STEP inh -1, SUMO1 PPI mod 3, Neddylation inh inactive, CSN inh 6, NadD block 1 and LMPTP block -0.6.
Cc1cccc(CSCCNC(=O)CN(c2cc(C)cc(C)c2)S(C)(=O)=O)c1 was read as Rin1 Abl inh 1, DNMT1 block 3, Scp-1 inhibitor -11, Rpn11 block inactive, STEP inh -2, SUMO1 PPI mod -2, Neddylation inh inactive, CSN inh 1, NadD block -4 and LMPTP block 4.4.
For O=C(O)C1CCCN1S(=O)(=O)c1ccc(F)cc1 (configuration not stated) the results were Rin1 Abl inh 4, DNMT1 block -15, Scp-1 inhibitor -1, Rpn11 block inactive, STEP inh -3, SUMO1 PPI mod -3, Neddylation inh inactive, CSN inh -5, NadD block -1 and LMPTP block -1.2.
`Cc1onc(-c2c(F)cccc2Cl)c1C(=O)N1CCN(S(C)(=O)=O)CC1` gave Rin1 Abl inh 1, DNMT1 block -1, Scp-1 inhibitor 5, Rpn11 block inactive, STEP inh -1, SUMO1 PPI mod -1, Neddylation inh inactive, CSN inh 1, NadD block 2 and LMPTP block -0.7.
Screening COc1cc(C(C)=O)ccc1OCC(=O)OCCCOC(=O)COc1ccc(C(C)=O)cc1OC returned Rin1 Abl inh -1, DNMT1 block -2, Scp-1 inhibitor -5, Rpn11 block inactive, STEP inh 0, SUMO1 PPI mod 3, Neddylation inh inactive, CSN inh -2, NadD block -7 and LMPTP block -0.8.

Quoted at random: two records from the list
`COc1ccc(NC(=O)CC2(CC(=O)O)CCCC2)cc1` gave Rin1 Abl inh -1, DNMT1 block 0, Scp-1 inhibitor -9, Rpn11 block inactive, STEP inh -2, SUMO1 PPI mod 1, Neddylation inh inactive, CSN inh -2, NadD block -4 and LMPTP block -2.3.
For O=C(O)C1CCCN1S(=O)(=O)c1ccc(F)cc1 (configuration not stated) the results were Rin1 Abl inh 4, DNMT1 block -15, Scp-1 inhibitor -1, Rpn11 block inactive, STEP inh -3, SUMO1 PPI mod -3, Neddylation inh inactive, CSN inh -5, NadD block -1 and LMPTP block -1.2.

The listing continues:
Screening CC(C)CN1CCC(C(=O)N2CCN(c3ccccc3F)CC2)CC1 returned Rin1 Abl inh 1, DNMT1 block 6, Scp-1 inhibitor -2, Rpn11 block inactive, STEP inh -1, SUMO1 PPI mod 1, Neddylation inh inactive, CSN inh 0, NadD block 3 and LMPTP block -1.1.
`N=C1/C(=C\c2ccc(-c3cccc(Cl)c3)o2)C(=O)N=C2SC=C(c3ccccc3)N12` gave Rin1 Abl inh 3, DNMT1 block 61*, Scp-1 inhibitor -6, Rpn11 block active, STEP inh 6, SUMO1 PPI mod 19, Neddylation inh inactive, CSN inh 38*, NadD block 75* and LMPTP block 7.7.
Screening Cc1ccc(-c2c(C#N)c(N)n(-c3ccc(C)cc3)c(=O)c2C#N)cc1 returned Rin1 Abl inh 0, DNMT1 block 3, Scp-1 inhibitor -2, Rpn11 block inactive, STEP inh 2, SUMO1 PPI mod 2, Neddylation inh inactive, CSN inh 1, NadD block -3 and LMPTP block -2.3.
`CC(C)=N/N=C1\NC(=O)C(C)S1` (configuration not stated) gave Rin1 Abl inh -1, DNMT1 block 1, Scp-1 inhibitor -11, Rpn11 block inactive, STEP inh 1, SUMO1 PPI mod 4, Neddylation inh inactive, CSN inh 2, NadD block -8 and LMPTP block -0.2.

From PubChem
